GLP-1R agonist: activates the human GLP-1 receptor; HEK293 GLP-1R CRE-luciferase, luminescence, 4-6 h; cells express a hypersensitive GLP-1R form; Potency, µM (highest dose often 45.6 µM), for the others: at the top dose activation, usual class: activators; 380,000 compounds, 0.007% hits; AID 624172; note: potency is the fitted concentration of half-maximal effect; % of control where 0% means no effect
DRD3 antagonist: blocks the human D3 dopamine receptor; P35462; D3R cells, DiscoveRx beta-arrestin luminescence, antagonist mode; stronger effect = lower value; max response, negative = inhibition, %; 360,000 compounds, 2.5% hits; in the data active = max response below about -50%; inconclusive = no clear call, values can overlap the other calls; note: % is set by controls: 0 for no effect and ±100 for the full control effect; mostly tested at two doses, the higher about 12 µM
Target sequence (P35462 whole entry, looked up): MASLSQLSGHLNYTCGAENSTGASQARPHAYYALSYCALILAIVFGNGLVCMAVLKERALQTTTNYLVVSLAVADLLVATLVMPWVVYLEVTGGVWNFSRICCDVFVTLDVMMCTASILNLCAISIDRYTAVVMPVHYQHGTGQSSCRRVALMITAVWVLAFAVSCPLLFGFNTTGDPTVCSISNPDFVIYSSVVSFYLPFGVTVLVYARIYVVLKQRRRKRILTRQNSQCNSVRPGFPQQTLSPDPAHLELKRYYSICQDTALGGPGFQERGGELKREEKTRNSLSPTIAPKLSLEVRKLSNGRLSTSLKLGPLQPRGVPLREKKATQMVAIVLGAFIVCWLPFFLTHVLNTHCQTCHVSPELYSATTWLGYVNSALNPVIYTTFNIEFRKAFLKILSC
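Cells plated overnight at 1500 cells/well, then exposed to library compounds with dopamine controls for 90 minutes at 37 degrees C. DiscoveRx reagent added for 30–60 minutes at room temperature; luminescence read, quantitative HTS format.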
HEK293 tox: cytotoxicity counter-screen for GLP-1 receptor inverse agonists; HEK293 cAMP-luciferase reporter cells, luminescence, 24 h; Potency, µM (titrated, usually from 38.3 µM), for inactives: at the highest dose activity change, negative = inhibition, usual class: inhibitors; 410,000 compounds, 0.13% hits; AID 624418;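 note: loss of luciferase light is scored as toxicity; potency is the fitted concentration of half-maximal effect; % is set by controls: 0 for no effect and ±100 for the full control effect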
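Here, cytotoxicity is scored as loss of luminescence. The MLSMR collection was tested on cells seeded in medium containing 10% Nu serum, with a 24 hr compound exposure preceded by 12 hours of culture.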
GLP-1R inv ag: acts as inverse agonist at human GLP-1 receptor | 410,000 compounds, 1.6% hits | HEK293 GLP-1R CRE-luciferase, luminescence, 24 h; GLP-1R form is constitutively active | P43220 | Potency, µM (titrated, usually from 38.3 µM), inactives show at the top dose activity change, negative = inhibition, usual class: inhibitors; note: potency is the fitted concentration of half-maximal effect; % is set by controls: 0 for no effect and ±100 for the full control effect; nearly all actives have a fitted effect of over 55% in size
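Inverse agonism was detected as reduced cAMP-driven luciferase luminescence after 24 h compound treatment. The cells were HEK293 clones expressing constitutively active human GLP-1R with the reporter. Reporter-only and GPR119 cell lines served as counterscreen controls.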
PTHR1 ag: PTHR1 (human) receptor agonism; HEK293 GP2 PTHR1 cells, GloSensor cAMP luminescence, 1 h; Potency, µM (series often up to 115 µM), inactives show at the top dose activation, hits mostly activators; 410,000 compounds, 0.075% hits; note: potency is the fitted concentration of half-maximal effect; nearly all actives have a fitted effect of over 55% in size; some results filed as inactive show a strong effect at the top dose; inactives centre near -15; many of its hits are not listed in these tables
Target sequence (Q03431 whole entry, looked up): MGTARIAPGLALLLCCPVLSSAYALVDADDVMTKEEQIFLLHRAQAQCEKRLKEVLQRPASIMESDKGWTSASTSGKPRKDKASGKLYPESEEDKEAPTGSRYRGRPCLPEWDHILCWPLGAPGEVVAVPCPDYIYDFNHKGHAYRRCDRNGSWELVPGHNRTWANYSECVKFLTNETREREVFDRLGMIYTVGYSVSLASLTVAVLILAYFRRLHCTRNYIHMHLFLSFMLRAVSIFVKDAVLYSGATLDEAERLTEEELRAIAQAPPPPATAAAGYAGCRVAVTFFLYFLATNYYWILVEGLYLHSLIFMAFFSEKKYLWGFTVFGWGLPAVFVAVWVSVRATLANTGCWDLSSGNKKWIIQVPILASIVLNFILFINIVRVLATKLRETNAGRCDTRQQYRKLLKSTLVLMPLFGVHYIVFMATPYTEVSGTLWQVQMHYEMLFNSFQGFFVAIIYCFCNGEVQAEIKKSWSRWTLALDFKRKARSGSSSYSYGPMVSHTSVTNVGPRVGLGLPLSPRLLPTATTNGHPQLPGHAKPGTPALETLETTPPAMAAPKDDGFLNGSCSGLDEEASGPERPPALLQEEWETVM
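HEK-293-derived GP2 cells expressing PTHR1 and a GloSensor cAMP reporter, 3,000/well, plated overnight, given luciferin plus IBMX (each 0.5 mM as added) for 1 h at 37 °C, then compound for 1 h at 37 °C. Luminescence was read after 15 min at room temperature.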
DRD3 agonist: activates the human D3 dopamine receptor | P35462 | D3R DiscoveRx beta-arrestin cells, luminescence, 90 min | max activation, % | 410,000 compounds, 0.58% hits | AID 652048; in the data active = max activation above about 30%; note: 0% is about no effect; mostly tested at two doses, the higher about 12 µM
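Cells at 1500/well, incubated overnight, then treated with pinned compounds (dopamine as control) for 90 min at 37 degrees C. DiscoveRx reagent added for 30 - 60 minutes at room temperature; luminescence read.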
aSyn rescue: alpha-synuclein toxicity inhibition in yeast; AID 652106; Potency, µM (highest dose often 46.1 µM), inactives show top-dose growth rescue (activation), most hits filed as activators; Yeast expressing alpha-synuclein, growth rescue, BacTiter-Glo, 24 h; 370,000 compounds, 0.14% hits; note: potency is the fitted concentration of half-maximal effect; % of control where 0% means no effect; nearly all actives have a fitted effect of over 65% in size
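Rescue of yeast growth: cells expressing toxic alpha-synuclein, induced in galactose at OD600 0.02, incubated with compound 24 h at 30 C. ATP luminescence quantified growth; inhibitors of toxicity appear as activators.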
KB-V1 MDR tox: kills drug-selected multidrug resistant KB-V1 cells; KB-V1 MDR cells viability, CellTiter-Glo, 72 h; Potency, µM (top dose mostly 46.1 µM), without a hit: at the top dose activity change, negative = cytotoxicity, actives largely listed as cytotoxic; 400,000 compounds, 3.4% hits; note: potency is the fitted concentration of half-maximal effect; % is set by controls: 0 for no effect and ±100 for the full control effect; nearly all actives have a fitted effect of over 60% in size
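KB-V1, DMEM (no phenol red) + 10% FBS; cpd pin-transferred, titration series; 72 h, 37 degrees C; CellTiter-Glo, luminescence. Data normalized, curve-fit.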
TDP43 rescue: TDP-43 toxicity inhibition in yeast. AID 652104. TDP-43 expressing yeast growth rescue, BacTiter-Glo, 24 h. 410,000 compounds, 1.8% hits. Potency, µM (top dose mostly 46.1 µM), for the others: top-dose growth rescue (activation), usual class: activators; note: potency is the fitted concentration of half-maximal effect; % of control where 0% means no effect; nearly all actives have a fitted effect of over 50% in size
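Cell-based yeast growth screen: TDP-43 expression induced in galactose, inoculum OD600=0.02 after raffinose pregrowth to mid-log. Read-out BacTiter-Glo luminescence at 24 hr, 30 deg C; inhibition of toxicity seen as signal increase.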
Starred values were filed as active, the others as inactive; i = inactive; ? = inconclusive; · = not tested or not shown; & = joins results of further samples; [ ] = remark or other dose. Unless noted, calls come from the whole dose curve; as a rule, active = well fitted curve in the direction sought with a large enough effect; inconclusive = small, poorly fitted or top-dose-only effect, or another doubt; inactive = no such curve, though single readings can be large; an effect the other way counts as inactive or inconclusive. Only part of the results is shown. The share of hits here may be higher or lower than overall.

Structure | GLP-1R agonist | DRD3 antagonist | HEK293 tox | GLP-1R inv ag | PTHR1 ag | DRD3 agonist | aSyn rescue | KB-V1 MDR tox | TDP43 rescue
FC(F)(F)c1ccnc(Sc2n[nH]c(C(F)(F)F)n2)c1 | 4% | 9 | ? | 11% | -24% | -8 | -15% | -6% | -83%[inhibitor]
CC(=O)NC(c1ccccc1)c1nc(-c2cccs2)cs1 (stereo not drawn) | 15% | 13 | 2% | 10% | i | 2 | 2% | ? | 16µM*
Cc1ccc(-n2ncc3c(NCCc4ccccc4)ncnc32)cc1Cl | · | · | 1% | 10% | -20% | 37* | · | 2% | ?
COc1ccc2oc(C(=O)c3ccccc3)c(NC(=O)CN3CCN(C)CC3)c2c1 | 1% | 5 | -2% | ? | 6% | 3 | 3% | 8% | 0%
Cc1cc(C)n2nc(N)c(N=Nc3ccccc3)c2n1 | 16% | -8 | 10µM* | -7% | -3% | -3 | 1% | ? | 16%
O=C(c1ccc(-c2ccccc2Cl)o1)N1CCC1 | 26% | 2 | -1% | 38%[activator] | -24% | -3 | -2% | ? | 17%
O=C(Cc1ccccc1)Nc1cccc(-c2cn3cccnc3n2)c1 | · | · | -8% | 4% | i | -12 | · | 0% | 0%
O=C(CN(Cc1ccccc1)C(=O)CSc1nnc(COc2ccccc2)o1)NC1CCCC1 | -4% | 6 | -17% | -20% | -1%[57.5 µM] | -2 | 0% | -3% | 12%
COc1ccc(CCNC2=CC(=O)CC(C)(C)C2)cc1 | 4% | 10 | 0% | 11% | i | -3 | -2% | -9% | -18%
COc1ccc2[nH]c3c(c2c1)CCN1C(=O)C(CC(=O)NCc2ccc(OC)c(OC)c2)C[C@H](C(=O)N2CCCCC2)[C@@]31CCc1ccccc1 (stereo partly drawn) | 2% | -16 | 2% | 7% | i | -5 | -8% | ? | 27%
N#Cc1c(SCc2cccc(Cl)c2)sc(C(=O)c2ccccc2)c1N | 2% | -15 | 81%[activator] | ? | -11% | -4 | 18% | -17% | -6%
CCC(C(=O)NC1CCCC1)N(C(=O)c1snc(C(N)=O)c1N)c1ccc2c(c1)OCCO2 (stereo not drawn) | -3% | -22 | 1% | 6% | i | -5 | 9% | 11% | -16%
O=c1[nH]c(CSc2ncccn2)nc2c1cnn2-c1ccccc1 | 1% | -6 | -9%[1.53 µM] | 59%[activator] | -20% | 7 | -2% | ? | 11%
COc1ccccc1NC(=O)c1ccc(CN2CCOCC2)cc1 | 1% | 0 | 5% | 9% | i | -1 | -13% | 16% | 10%
O=C(OCCOc1cccc(Cl)c1)c1ccc2ncsc2c1 | 10% | -1 | 10% | -18% | 0% | 3 | 1% | -10% | 14µM*
O=S(=O)(Nc1cccc(-c2ccc(N3CCCCCC3)nn2)c1)c1cccc(F)c1 | 13% | 0 | 15%&-16% | ? | -39%&-19%[inhibitor] | 3&5 | -2% | ? | 2%&11%
Cc1ccc(C2=Nc3ccccc3SC(c3cccc([N+](=O)[O-])c3)C2)cc1 (stereo not drawn) | 3% | 1 | 8% | -20% | -7% | -1 | 4% | -15% | 10%
Nn1c(SCc2c(F)cccc2F)nnc1-c1ccccn1 | 6% | -9 | 0% | -16% | -9% | -8 | -2% | -17% | 3%
CC(C)OCCCn1c(SC(C)C(=O)NCC2CCCO2)nc2cc(Cl)ccc2c1=O (stereo not drawn) | -5% | 12 | -21% | -12% | -23% | 3 | 6% | ? | ?
COc1ccc(CCNC(=O)c2ccccc2NS(=O)(=O)c2cc(C(=O)O)ccc2OC)cc1 | -1% | -4 | -8% | 8% | i | 16 | 4% | -1% | -1%
CC(C)NC(=O)c1csc(COCCO)n1 | 7% | -12 | -5% | 29% | i | -2 | 0% | -3% | 20%
CCOc1ccc(NC(=O)N(CCN(C)C)C(C)c2cccnc2)cc1 (stereo not drawn) | 6% | 11 | 5% | 5% | -19% | 9 | 2% | 0% | 18%
CCN(CC)C(=O)Cn1ncc2c1-c1ccccc1OC2 | -1% | -9 | 2% | -13% | i | 1 | -1% | 9% | 4%
CCCCCc1nnc(NC(=O)Cn2cnc3ccccc3c2=O)s1 | 18% | -10 | 2% | 17% | i | -9 | -5% | -16% | -4%
CCOC(=O)c1c(NC(=O)CSc2cn(CCNC(=O)c3ccccc3F)c3ccccc23)sc2c1CCCC2 | 0% | · | 7% | 13% | ? | 7 | · | -7% | -3%
Cc1ccc(NC2CCCN(C(=O)CCC3=NNC(=O)CC3)C2)cc1C (stereo not drawn) | 8% | -10 | -1% | 4% | -5% | 2 | -5% | 7% | -7%
Cc1ccc(C)c(NC(=O)C(Cc2ccccc2)n2cccc2)c1 (stereo not drawn) | · | · | -8% | 10µM* | i | -2 | · | · | ?
COCCNC(=O)C1(C)CCN(C(=O)c2cc(C(C)(C)C)nn2C)C1 (stereo not drawn) | 8% | 19 | 0% | 26% | i | 7 | -3% | 2% | 20%
COc1ccc(CN([C@H](C)CO)S(=O)(=O)N(Cc2ccccc2)[C@H](CO)C(C)C)cc1 | 9% | -8 | 4% | ? | i | 8 | 17% | 0%&-22% | 13%
O=C(CSCc1ccc([N+](=O)[O-])cc1)NC1CC2CCC1C2 (stereo not drawn) | 2% | -10 | -10% | -8% | -25% | 2 | 10% | -28% | ?

Next part, overlapping the part above by 2 compounds.
Structure | GLP-1R agonist | DRD3 antagonist | HEK293 tox | GLP-1R inv ag | PTHR1 ag | DRD3 agonist | aSyn rescue | KB-V1 MDR tox | TDP43 rescue
COc1ccc(CN([C@H](C)CO)S(=O)(=O)N(Cc2ccccc2)[C@H](CO)C(C)C)cc1 | 9% | -8 | 4% | ? | i | 8 | 17% | 0%&-22% | 13%
O=C(CSCc1ccc([N+](=O)[O-])cc1)NC1CC2CCC1C2 (stereo not drawn) | 2% | -10 | -10% | -8% | -25% | 2 | 10% | -28% | ?
Cc1nnnn1-c1cccc(C(=O)O)c1 | -1% | ? | 0% | 2% | i | 14 | 0% | 21% | -15%
CCOc1cc(NC(=S)NCCCN2CCOCC2)c(OCC)cc1NC(=O)CC(C)C | -7% | 3 | -2% | 0% | i | -11 | -7% | -20% | 22%
CCC(C)c1ccc(NC(=S)NN2CCOCC2)cc1 (stereo not drawn) | 0% | 28 | 0% | 14% | i | -9 | -15% | -25% | 6%
CCCn1c(=O)c2c(ncn2C)n(CCC)c1=O | 18% | -10 | 0% | 54%[activator] | 28% | -1 | 6%&-3% | -7% | -15%
CC(C)c1ccccc1NS(=O)(=O)c1cccs1 | 9% | -5 | 1% | ? | i | 4 | 18% | -13% | -8%
Cc1ccc(NCC(=O)N/N=C/c2cc3ccccc3nc2Cl)cc1 | -16% | -6 | -2% | -32% | i | 2 | -3% | 6% | 16%
O=C(NC(c1ccc(-c2ccccc2)cc1)c1cnccn1)C1CCN(Cc2ccc(Cl)c(Cl)c2)CC1 (stereo not drawn) | 4% | -57* | -4% | -13% | -9% | -14 | -22% | 4% | 18%
OCCNc1nc2ccccc2n1CC(O)c1ccccc1 (stereo not drawn) | 3% | -11 | 14% | 8% | i | 5 | -2% | 1% | 2%
CC1CCCN(CC(=O)NNC(=O)COc2ccc(Br)cc2)C1 (stereo not drawn) | -9% | 10 | -5% | -16% | i | 0 | -4% | ? | 3%
Cc1ccc(CN2CCSc3ccc(C(=O)N4CCN(c5cccc(C)c5C)CC4)cc32)cc1 | · | · | -4% | -6% | -28% | 3 | · | ? | -1%
Fc1ccccc1COc1ccc(/C=N/n2cnnc2)cc1 | 0% | 9 | 0% | 9% | -4%[57.5 µM] | -2 | 0% | ? | 11µM*
COc1cc(-n2c(=O)c3ccccc3n(CC(=O)c3ccc(Br)cc3)c2=O)cc(OC)c1OC | 10% | 1 | 1% | 9% | -21% | 1 | -3% | 10% | 16%
CCc1cccc(CC)c1NC(=O)C(NS(=O)(=O)c1cccs1)c1ccccc1 (stereo not drawn) | -1% | -8 | 3% | ? | i | 2 | -2% | ? | -13%
Cc1ccc(S(=O)(=O)NC(N)=NCCc2ccc(Cl)cc2)cc1C | 12% | 23 | 1% | -16% | i | 0 | 9% | 4% | -3%
CC(=O)N=c1sc(C(C)(C)C)c(C)n1C | -5% | 11 | -2% | 22% | -16%[57.5 µM] | -11 | 3% | 4% | -4%
CCCNC(=O)C1(C)CCCN(Cc2cc3ccccc3o2)C1 (stereo not drawn) | -1% | -29 | 0% | ? | -19% | -14 | -9% | -1% | 13%
O=S(=O)(Oc1ccc(C(=S)N2CCOCC2)cc1)c1ccc(Cl)cc1 | -1% | 25 | 2% | ? | -18% | -2 | 3% | -4% | 18µM*
CC(C)(C)C(=O)COC(=O)c1cc(S(=O)(=O)N2CCCCC2)ccc1N1CCOCC1 | -8% | 15 | 0% | -11% | i | -11 | 0% | ? | 14%
O=C(Cn1cncn1)N/N=C/c1ccncc1 | 4% | -7 | -5% | 6% | i | 1 | -2% | 27% | 12%
CCN(C(=O)CN1C(=O)NC2(CCCC2)C1=O)c1nc2c(C)cccc2s1 | 15% | 0 | -40% | ? | i | -3 | 2% | -10% | -8%
CCOc1ccc(/C=N/Nc2cc(C)nc(N3CCOCC3)n2)cc1 | 19% | 41 | -12% | -21% | i | 9 | 1% | -1% | 9%
COc1ccc2c(c1)c(N1CCCC1=O)c(C(=O)Nc1ccc(OC)c(Cl)c1)n2C | 10% | · | -11% | -21% | -20% | 2 | -9% | -22% | ?
O=C(Nc1cc(S(=O)(=O)N2CCCCC2)ccc1O)c1ccccc1NS(=O)(=O)c1ccc(F)c(F)c1 | -10% | -9 | -22% | ? | -28% | 5 | -18% | ? | -4%
CCOCCCNC(=O)c1cn(CC)c2ccc(S(=O)(=O)N3CCc4ccccc4C3)cc2c1=O | 1% | · | 0% | 10% | i | -8 | · | -11% | -6%

Screens from PubChem.
